Shn3 inh set2 – reduction of Shn3 3'UTR firefly luciferase signal, primary screen, Schnurri-3 inhibitor project, cell-based, Clone20 osteoblasts, set 2. Clone20 osteoblast Shn3 3'UTR firefly luciferase, 24 h. inhibition, % at 12.5 µM. 360,000 tested, 0.52% active. AID 588674, 2011;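 active = mean inhibition of at least 75% with every replicate also reaching 75%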;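 also: 0% = median of neutral control wells and 100% = pilot-screen positive control compound; some compounds past the cut are filed as inactive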
NCOA1 inh – SRC1 coactivator transcriptional activity inhibitors, primary screen, cell-based, luminescence; Nuclear receptor coactivator 1 (Homo sapiens), Q15788; HEK293 GAL4-SRC1 luciferase reporter; inhibition, % at 3.6 µM; 360,000 tested, 0.12% active; AID 588354, 2011;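 active = inhibition above the campaign mean plus 3 SD, with each screening campaign given its own cutoff, cut at about 60% in these data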;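 also: 0% = DMSO treated cells and 100% = gossypol at 36 µM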
NCOA3 inh – SRC3 coactivator transcriptional activity inhibitors, primary screen, cell-based, luminescence | Nuclear receptor coactivator 3 (Homo sapiens), Q9Y6Q9 | HEK293 GAL4-SRC3 luciferase reporter | inhibition, % at 3.6 µM | 360,000 tested, 0.17% active | AID 588352, 2011;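 active = inhibition above a per-campaign cutoff, the mean of all compounds plus 3 SD, cut at about 60% in these data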;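 also: 0% = DMSO-treated cells and 100% = gossypol-treated cells at 36 µM; higher means less SRC3-driven luciferase light from the GAL4 reporter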
TROY NFkB inh – inhibitors of TROY-driven NF-kB signaling, primary screen, Q293 LMP1-TROYcd cells, NF-kB luciferase, uHTS; Q293 LMP1-TROYcd NF-kB luciferase reporter, 4 h; 360,000 tested, 0.98% active; AID 1347056, 2019; inhibition, % at 10 µM;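 active = compounds whose plate-normalised and pattern-corrected inhibition of the luciferase reporter signal at the single screening dose is 50% or more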
NR5A2 inv ag – LRH-1 (NR5A2) inverse agonists, primary screen, cell-based, luminescence, HEK293T, StAR-luciferase reporter. LRH-1 transfected, 24 h. 360,000 tested, 0.13% active. AID 602396, 2012. Nuclear receptor subfamily 5 group A member 2 (Homo sapiens), O00482. inhibition, % at 3.6 µM;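 active = inhibition above the mean inhibition of all tested compounds plus 3 SD, cut at about 73% in these data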;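 also: 0% = DMSO wells and 100% = reporter-only cells lacking LRH-1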
Target sequence (O00482 whole entry, looked up): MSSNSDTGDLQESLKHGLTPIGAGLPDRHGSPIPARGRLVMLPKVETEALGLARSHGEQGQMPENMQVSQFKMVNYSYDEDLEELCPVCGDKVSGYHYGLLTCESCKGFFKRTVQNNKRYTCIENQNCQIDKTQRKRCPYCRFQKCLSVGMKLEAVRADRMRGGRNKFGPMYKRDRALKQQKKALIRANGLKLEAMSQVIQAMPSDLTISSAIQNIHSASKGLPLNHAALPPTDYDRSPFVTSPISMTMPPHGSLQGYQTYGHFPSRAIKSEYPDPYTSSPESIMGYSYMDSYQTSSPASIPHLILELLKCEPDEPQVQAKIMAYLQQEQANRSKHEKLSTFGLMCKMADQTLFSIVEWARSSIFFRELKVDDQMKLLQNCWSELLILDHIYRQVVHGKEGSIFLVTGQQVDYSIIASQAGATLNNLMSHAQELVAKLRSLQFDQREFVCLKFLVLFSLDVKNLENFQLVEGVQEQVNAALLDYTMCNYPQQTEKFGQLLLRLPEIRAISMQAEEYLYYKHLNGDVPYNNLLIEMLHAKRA
TRAIL sens C8 – viability loss with TRAIL in NB7+C8 cells, primary screen, TRAIL sensitizer project, cell-based, ATPlite luminescence | inhibition (viability loss, TRAIL sensitization), % at 10 µM | 360,000 tested, 1% active;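 active = compounds causing at least 50% loss of cell viability in the single-dose screen, relative to plate controls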
LMP1 NFkB inh – EBV LMP1-driven NF-kappaB luciferase reporter inhibitors, primary screen, cell-based, luminescence, single point. LMP1-induced NF-kappaB luciferase reporter cells. inhibition, % at 12.5 µM. 350,000 tested, 0.69% active. AID 504558, 2011; in the data active = inhibition above about 41%;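 also: 0% = neutral control wells and 100% = reference inhibitor control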
TWEAK-Fn14 inh – inhibitors of TWEAK-Fn14 signaling, primary screen, luciferase reporter cells, uHTS | inhibition, % at 10 µM | 360,000 tested, 2% active | AID 1159606, 2016 | TWEAK-stimulated Fn14 reporter cells, luciferase luminescence, 8 h; in the data active = inhibition above about 50%
COUP-TFII inh – NR2F2 transcriptional activity inhibitors, primary screen, cell-based, luciferase reporter, HEK293T, luminescence; 370,000 tested, 0.7% active; inhibition, % at 8.6 µM; AID 686940, 2013; HEK293T NGFI-A luciferase reporter;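 active = inhibition above a per-plate cutoff, mean inhibition of test wells between control levels plus 3 SD, cut at about 38% in these data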;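 also: cells cotransfected with COUP-TFII expression vector driving the NGFI-A reporter; 0% = median of COUP-TF2 test wells and 100% = reporter-only cells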
Target sequence (P24468 whole entry, looked up): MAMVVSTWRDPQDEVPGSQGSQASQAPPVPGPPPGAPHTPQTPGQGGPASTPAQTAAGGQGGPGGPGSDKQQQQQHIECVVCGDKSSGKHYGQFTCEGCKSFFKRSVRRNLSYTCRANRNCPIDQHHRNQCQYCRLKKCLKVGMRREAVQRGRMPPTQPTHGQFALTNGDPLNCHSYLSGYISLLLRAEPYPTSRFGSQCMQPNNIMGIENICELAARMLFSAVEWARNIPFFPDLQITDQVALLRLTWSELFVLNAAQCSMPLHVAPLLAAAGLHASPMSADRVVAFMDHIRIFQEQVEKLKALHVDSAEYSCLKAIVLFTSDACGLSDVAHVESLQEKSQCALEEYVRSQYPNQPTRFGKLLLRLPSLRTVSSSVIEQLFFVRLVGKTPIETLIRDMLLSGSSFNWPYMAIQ
KKLEB tox – cytotoxicity in KKLEB CF airway cells, primary screen, cytotoxicity control for CF NF-kB inhibitor project, cell-based, uHTS, fluorescence assay plates; activity change (cytotoxicity), % at 5 µM; KKLEB CF airway cells viability, ATPlite luminescence, overnight; active compounds read low; cells stimulated with P. aeruginosa culture filtrate; AID 602141, 2011; 360,000 tested, 0.36% active;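 active = corrected activity change at or below -50% at 5 µM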
CF NFkB inh – inhibitors of PAF-induced NF-kB signaling, primary screen, cell-based, GFP fluorescence, uHTS | AID 588850, 2011 | KKLEB NF-kB-GFP reporter, GFP fluorescence overnight | 360,000 tested, 0.86% active | inhibition, % at 5 µM;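 active = at least 50% inhibition at 5 µM, scaled per plate between neutral and stimulator controls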;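 also: PAF is a Pseudomonas aeruginosa culture filtrate used as stimulus; plate controls were PAF-stimulated DMSO wells for no effect and unstimulated DMSO wells for full effect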
An asterisk follows results filed as active; / = no result given. A portion of the library; count on the stated rates, not on these rows.

entry	SMILES	LMP1 NFkB inh	NCOA3 inh	COUP-TFII inh	NR5A2 inv ag	KKLEB tox	TROY NFkB inh	Shn3 inh set2	NCOA1 inh	TRAIL sens C8	CF NFkB inh	TWEAK-Fn14 inh
1	O=C(CSCc1c(F)cccc1Cl)NCc1cccnc1	0	20	-3	7	-16	-4	-3	4	-2	14	-20
2	CCOC(=O)CCCCCC(=O)Nc1ccc2c(c1)C(=O)N([C@H](C)CO)C[C@H](C)[C@@H](CN(C)S(C)(=O)=O)OCCCC[C@@H](C)O2	3	-3	14	-4	14	10	-8	-8	-43	-26	14
3	CCOc1cc(/C=C2/COc3ccccc3C2=O)ccc1OCC(=O)N(C)C	7	-3	-4	-4	-9	2	9	-25	-8	7	21
4	O=C1CC(N2CCOCC2)C(=O)N1CCc1ccccc1 (stereo unspecified)	11	12	14	-8	2	-8	-10	3	-8	-5	0
5	COc1ccccc1N1CCN(CC(=O)c2c(C)[nH]c3ccccc23)CC1	-6	-9	8	20	4	-1	21	12	-5	-5	14
6	CCCOC(=O)NC1C(NC(=O)OCCC)N(C)C(=O)N1C (stereo unspecified)	10	-2	0	-7	-2	-8	2	5	-9	2	1
7	O=C1NC[C@H](CCCCN2C[C@H](Cc3ccccc3)N(Cc3ccccc3)C(=O)C2=O)N(CC2CCCCC2)C1=O	/	/	-3	-3	/	4	/	/	6	/	-11
8	O=S(=O)(CCN1CCN(c2ccccc2O)CC1)c1cc(Cl)ccc1Cl	-8	-69	2	14	-10	-15	7	-14	-4	-3	-3
9	O=C(COC(=O)c1ccc(O)cc1)NC1CCCCCC1	2	-40	-9	4	-16	-15	1	-11	-14	16	3
10	COc1ccc(C(=O)Nc2nc3ccccc3[nH]2)cc1S(=O)(=O)N1CCOCC1	4	6	-7	-15	-2	-9	0	-10	-12	-2	-4

Complete entries, looked up by structure. Screens in order: LMP1 NFkB inh | NCOA3 inh | COUP-TFII inh | NR5A2 inv ag | KKLEB tox | TROY NFkB inh | Shn3 inh set2 | NCOA1 inh | TRAIL sens C8 | CF NFkB inh | TWEAK-Fn14 inh
O=C1NC[C@H](CCCCN2C[C@H](Cc3ccccc3)N(Cc3ccccc3)C(=O)C2=O)N(CC2CCCCC2)C1=O is listed as / | / | -3 | -3 | / | 4 | / | / | 6 | / | -11
COc1ccccc1N1CCN(CC(=O)c2c(C)[nH]c3ccccc23)CC1 is listed as -6 | -9 | 8 | 20 | 4 | -1 | 21 | 12 | -5 | -5 | 14

Further compounds follow:
entry	SMILES	LMP1 NFkB inh	NCOA3 inh	COUP-TFII inh	NR5A2 inv ag	KKLEB tox	TROY NFkB inh	Shn3 inh set2	NCOA1 inh	TRAIL sens C8	CF NFkB inh	TWEAK-Fn14 inh
11	CC(=O)c1cccc(NC(=O)CN(C)S(=O)(=O)c2ccc3c(c2)CCC(=O)N3)c1	-5	5	/	27	0	10	-7	12	-15	-8	0
12	O=C(N/C(=C/c1cccnc1)C(=O)N1CCCCCC1)c1ccccc1	6	12	1	16	6	-6	7	11	-9	0	9
13	COC(=O)c1ccc(/C=N/n2c(C)nc3ccccc3c2=O)cc1	5	-46	-19	-38	-2	-13	-37	-43	-7	-1	-26
14	COn1c(C)c(C(C)=O)c2c3nonc3ccc21	11	33	20	4	2	-6	7	18	1	21	-1
15	CCC(C)(C)C(=O)Nc1cccc(Cl)c1C	3	15	-16	2	-5	0	3	-4	2	4	11
16	CCOC(=O)C1=C(C)Nc2ncnn2C1c1cccs1 (stereo unspecified)	3	12	3	2	2	-4	9	13	-15	6	-18
17	O=C(COC(=O)CCCNC(=O)c1ccc(Cl)cc1)Nc1cc(Cl)c(Cl)cc1Cl	2	8	-3	-12	4	-2	10	-19	3	8	-8
18	CCOc1ccccc1/C=C(\C(=O)O)c1ccc(S(=O)(=O)N2CCCCC2)s1	-7	10	3	-28	5	-15	-4	-10	-6	0	8
19	CCCC(=O)Oc1ccccc1C1SCc2cc(C)c(C)cc2CS1	-2	11	-1	15	-12	-1	4	8	4	-1	21
20	COc1cccc(NC(=O)CCC(=O)NCc2ccco2)c1	-7	-1	13	-5	5	5	-16	-8	13	0	-1
21	CCc1ccc(-n2c(Cn3nc(C(F)(F)F)cc3C)n[nH]c2=S)cc1	7	-4	-31	15	-5	-12	9	-11	-5	5	9
22	C/C(=N\O)c1ccc(N2C(=O)C3CC=C(Cl)CC3C2=O)cc1 (stereo unspecified)	-57	-120	-68	-113	18	-18	-68	-117	5	3	-17
23	CCOC(=O)c1nn(-c2ccc(Br)cc2)cc1C(=O)c1cccc2ccccc12	-49	-21	7	-14	0	-86	-20	-15	8	-15	-44
24	COc1ccc(OC)c(Nc2nc(-c3sc(C)nc3C)cs2)c1	-6	-9	-29	22	-10	-38	9	-10	-7	-5	38
25	CC(NC(=O)c1cc2cc(F)ccc2[nH]1)c1ccccc1 (stereo unspecified)	2	4	5	18	-1	3	-5	-4	2	3	30
26	Cc1ccc(NC(=O)COC(=O)Cc2ccsc2)cc1S(=O)(=O)N1CCOCC1	-5	13	-9	-25	4	0	-6	1	4	-15	-16
27	Cc1cccc(Nc2ccncc2S(=O)(=O)NC(=O)NC(C)C)c1	-14	-2	-2	13	9	-2	16	-10	-2	-22	-9
28	CC(=O)N1CCc2cc(S(=O)(=O)NC(CC(C)C)C(=O)N3CCCC3)ccc21 (stereo unspecified)	-8	4	10	13	-28	1	-7	10	19	17	8
29	Clc1ccc(-n2ncc3c(NCC4CCCO4)ncnc32)cc1 (stereo unspecified)	-15	-77	-60	-148	-28	37	-31	-82	36	16	60*
30	CC(C)Cc1ccc(C(C)C(=O)OCC(=O)c2c[nH]c3ccccc23)cc1 (stereo unspecified)	3	1	10	-1	5	4	12	-8	-8	13	12
31	COc1cccc(NC(=S)N(CCC(C)C)C2CCN(C(C)=O)CC2)c1	12	0	7	-3	0	-17	18	5	5	-9	3
32	O=C(CCc1ccc(O)c(O)c1)NNC(=S)NCCc1ccccc1	3	-6	5	-14	6	-3	19	6	-8	11	31
33	Cc1ccccc1Oc1ccc2c(c1)[C@@H]1C[C@H]3[C@@H](C(=O)N1CC2)[C@H](C)ON3C	28	6	11	-3	-10	20	34	19	-3	-11	27
34	COc1ccccc1N1CCN(C(=O)CSc2nc(C)c(C)c(=O)[nH]2)CC1	-1	7	-17	13	-4	5	2	-1	-2	21	-5
35	Cc1ccc(/C=N/Nc2ccccn2)s1	-27	-55	-23	-21	5	-28	-81	-24	1	-16	11
36	O=C(CN1CCN(C(=O)c2ccc(-c3nc4ccccc4s3)o2)CC1)Nc1ccccc1Cl	-2	-10	-28	-26	-4	2	-9	-26	41	-2	25
37	CCOC(=O)c1[nH]cnc1C(=O)N1CCC(C)CC1	1	-22	-8	3	4	-2	-5	-9	-15	-24	3
38	Cc1cc(=O)oc2cc(OCC(=O)OCC(=O)Nc3ccc(C(N)=O)cc3)ccc12	-1	8	-1	-17	-5	0	-3	-4	14	7	-2
39	CCOc1cc(/C=N\NC(=O)c2ccc(C)nc2)ccc1OC(=O)c1ccc(F)cc1	-5	-14	15	-26	10	-11	-9	-11	5	-3	30
40	COc1ccc(S(=O)(=O)NCc2cn3c(C)csc3n2)cc1F	-12	16	11	-2	4	-13	27	12	28	13	13

Single values from the entries so far.
Under KKLEB tox, `COc1ccccc1N1CCN(C(=O)CSc2nc(C)c(C)c(=O)[nH]2)CC1` is listed with -4
Under LMP1 NFkB inh, `COc1cccc(NC(=S)N(CCC(C)C)C2CCN(C(C)=O)CC2)c1` is listed with 12
Under Shn3 inh set2, `O=C(CN1CCN(C(=O)c2ccc(-c3nc4ccccc4s3)o2)CC1)Nc1ccccc1Cl` is listed with -9
Under KKLEB tox, `Cc1ccccc1Oc1ccc2c(c1)[C@@H]1C[C@H]3[C@@H](C(=O)N1CC2)[C@H](C)ON3C` is listed with -10

Later entries.
entry	SMILES	LMP1 NFkB inh	NCOA3 inh	COUP-TFII inh	NR5A2 inv ag	KKLEB tox	TROY NFkB inh	Shn3 inh set2	NCOA1 inh	TRAIL sens C8	CF NFkB inh	TWEAK-Fn14 inh
41	CCOc1ccc(NC(=O)[C@H](C)NC(=O)C2CC(=O)N(c3ccc(OC)cc3)C2)cc1 (stereo partly specified)	2	17	-3	21	-14	-3	-3	14	5	11	-12
42	O=c1c2c(nc3cc(-c4cccc(Cl)c4)[nH]n13)CCC2	-18	-99	-61	-139	-18	-24	3	-98	13	-9	49
43	COc1ccc(CN2C(=O)CC(C(=O)NCCc3ccc(S(N)(=O)=O)cc3)SC2=Nc2ccccc2)cc1 (stereo unspecified)	-9	8	-4	7	-3	7	-6	9	10	4	-33
44	O=C(CSc1ccc(F)cc1)Nc1ccc(N2CCOCC2)cc1	-12	-19	-11	21	-17	-46	-36	-20	-15	5	-10
